Screens (PubChem BioAssay)
SENP1 FRET inh: SENP1 (human) catalytic domain inhibition; Q9P0U3; recombinant SENP1 catalytic domain, CyPet-SUMO1-YPet FRET cleavage; inhibition, % at 10 µM; 360,000 tested, 0.21% active; AID 624204;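 active = inhibition at least 30% at 10 µM, raw YFP signal under a set limit, fluorescence ratio 0.5 to 1.5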;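 note: 0% = enzyme with DMSO and 100% = no enzyme wells; some results filed as inactive read as strong as hits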
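system = hSENP1 catalytic domain, recombinant | reagent = SFCypet-SUMO1-SFYpet substrate at 25 nM | doses = one dose per compound, 10 µM, 0.5% DMSO | incubation = enzyme reaction for 50 min at room temperature, dark | measured by = FRET, CFP and YFP emission | controls = no-enzyme low, enzyme-DMSO high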
HKDC1 inh: blocks human hexokinase HKDC1 activity | Q2TB90 | recombinant HKDC1, G6PDH/diaphorase resazurin coupled fluorescence | inhibition, % at 20 µM | 340,000 tested, 0.16% active;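 active = inhibition above about 35% when tested at 20 µM, limit read from the data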;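 note: plate controls were DMSO wells with enzyme for no effect and DMSO wells lacking enzyme for full effect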
Target sequence (Q2TB90 whole entry, looked up): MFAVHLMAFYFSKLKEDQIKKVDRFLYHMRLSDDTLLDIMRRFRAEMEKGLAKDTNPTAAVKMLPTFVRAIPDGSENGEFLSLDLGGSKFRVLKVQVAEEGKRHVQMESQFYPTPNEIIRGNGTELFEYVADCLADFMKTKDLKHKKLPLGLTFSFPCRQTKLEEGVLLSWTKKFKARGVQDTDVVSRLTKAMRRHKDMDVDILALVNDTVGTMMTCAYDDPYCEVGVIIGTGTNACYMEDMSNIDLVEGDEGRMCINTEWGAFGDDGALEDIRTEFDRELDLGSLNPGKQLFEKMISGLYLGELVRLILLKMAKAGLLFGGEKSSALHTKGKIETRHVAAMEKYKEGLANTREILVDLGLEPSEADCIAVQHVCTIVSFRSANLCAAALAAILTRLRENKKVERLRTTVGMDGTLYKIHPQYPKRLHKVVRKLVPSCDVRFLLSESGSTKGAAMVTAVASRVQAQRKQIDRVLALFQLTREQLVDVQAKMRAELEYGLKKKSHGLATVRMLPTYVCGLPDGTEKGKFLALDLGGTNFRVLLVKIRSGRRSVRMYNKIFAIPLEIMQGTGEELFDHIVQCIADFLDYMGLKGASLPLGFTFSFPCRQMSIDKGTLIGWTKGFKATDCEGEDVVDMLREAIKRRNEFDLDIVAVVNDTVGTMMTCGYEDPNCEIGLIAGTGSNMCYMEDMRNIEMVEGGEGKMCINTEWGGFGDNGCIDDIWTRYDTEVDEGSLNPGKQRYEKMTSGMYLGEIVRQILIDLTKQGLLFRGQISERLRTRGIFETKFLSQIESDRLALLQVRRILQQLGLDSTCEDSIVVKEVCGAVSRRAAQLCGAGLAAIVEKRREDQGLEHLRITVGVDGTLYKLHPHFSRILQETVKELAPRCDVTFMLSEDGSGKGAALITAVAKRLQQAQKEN
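Material: recombinant HKDC1 hexokinase; Amount: HKDC1 at 5 µg/mL; Medium: Tris pH 8.0 buffer with MgCl2, Tween-20, BSA, BME; Schedule: 90 min reaction incubation at room temperature, dark; Technique: coupled resazurin fluorescence, excitation 525 nm, emission 613 nm.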
SENP8 block-1: blocks the human protease SENP8. purified SENP8, Z-RLRGG-aminoluciferin cleavage, luminescence. inhibition, % at 10 µM. 330,000 tested, 1.2% active. AID 2540; in the data active = inhibition above about 50%
MIN6 prolif: induces beta-cell replication in MIN6 cells | proliferation, % at 10 µM | MIN6 cells proliferation, ATPlite luminescence, 48 h; cells starved in 0.2% serum; 100% = growth in 10% serum | 330,000 tested, 0.29% active;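 active = compounds whose signal lies at least 3.5 SD above the mean of all wells on their plate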;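 note: 0% = DMSO-treated cells in low-serum medium and 100% = 10% serum control; some compounds called inactive have numbers as strong as hits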
SENP7 block: SENP7 protease inhibition; inhibition, % at 5 µM; Q9BQF6; AID 434973; 330,000 tested, 1.5% active; recombinant SENP7, Z-RLRGG-aminoluciferin luminescence, 40 min;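 active = inhibition above about 50% at the single test dose, limit read from the data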;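 note: plate controls were DMSO with enzyme for no effect and no enzyme buffer wells for full effect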
SENP6 block: inhibitors of human SENP6 protease; Q9GZR1; Recombinant SENP6 catalytic domain, aminoluciferin luminescence; inhibition, % at 10 µM; 330,000 tested, 1.8% active; AID 2599;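 active = inhibition above about 50% at the single tested dose, limit read from the data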;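 note: plate controls were DMSO wells with enzyme for no effect and DMSO wells lacking enzyme for full effect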
SENP8 block-2: inhibitors of human SENP8 protease. inhibition, % at 20 µM. Q96LD8. AID 602440. recombinant SENP8, Nedd8 substrate fluorescence. 360,000 tested, 0.64% active; in the data active = inhibition mostly above about 40%, no sharp cut-off; inactive = mostly below about 27%
UBC13 inh: blocks human UBC13 polyubiquitin chain formation; TR-FRET; inhibition, % at 20 µM; 330,000 tested, 0.47% active; AID 485273; in the data active = inhibition above about 45%, passing the limit was not always enough
Target sequence (P61088 whole entry, looked up): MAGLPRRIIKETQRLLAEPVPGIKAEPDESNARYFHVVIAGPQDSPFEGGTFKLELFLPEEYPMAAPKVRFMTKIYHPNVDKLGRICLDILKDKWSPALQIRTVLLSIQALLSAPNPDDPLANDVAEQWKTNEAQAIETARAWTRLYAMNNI
PfGluPho inh: PfG6PD (Plasmodium falciparum) enzyme inhibition; PfGluPho enzyme, NADPH resazurin-diaphorase fluorescence; AID 504690; inhibition, % at 20 µM; 350,000 tested, 0.78% active;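 active = inhibition reaching at least a set limit at 20 µM in the primary screen, cut at about 59% in these data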;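 note: 0% = DMSO wells with substrate and 100% = DMSO wells lacking glucose-6-phosphate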
Numbers without * were called inactive; nt = not tested or not shown.

SMILES	SENP1 FRET inh	HKDC1 inh	SENP8 block-1	MIN6 prolif	SENP7 block	SENP6 block	SENP8 block-2	UBC13 inh	PfGluPho inh
COc1ccc2cc(Br)ccc2c1CC(=O)NC(C)C	-1	-11	3	-3	4	1	5	-23	-20
CCn1cc(C(=O)NC2CCCCCC2)c(=O)c2cc(S(=O)(=O)N3CCCCC3)ccc21	0	0	4	-2	-3	6	-2	22	31
O=C(Cc1cccs1)NCc1cccc(CNC(=O)Cc2cccs2)c1	-1	-12	-9	-3	-9	-11	4	-2	14
C=C(C)CNC(=S)/N=c1\scc(C)n1CC	0	-2	3	-4	3	4	17	10	7
CC1CN(S(=O)(=O)c2cccc(C(=O)NN3CCN(C)CC3)c2)CC(C)O1 (stereo not given)	-4	-8	0	1	-3	0	3	0	12
O=Cc1nc(-c2ccccc2Cl)n2ccccc12	-7	12	-5	1	-4	-3	-175	0	4
COc1ccc(N2CCN(C(c3cc4ccc(C)cc4[nH]c3=O)c3nnnn3C3CCCC3)CC2)cc1 (stereo not given)	1	5	-3	-4	6	1	-10	-8	18
COc1cc(OC)cc(C(=O)N2CCC(C(=O)c3ccc(F)cc3)CC2)c1	2	-5	0	0	-2	-13	13	13	-3
CCc1cc(=O)oc2cc(OCC(=O)N3CCC(C(=O)O)CC3)ccc12	-1	-6	-13	3	15	-16	-170	-1	2
O=C(CCl)Nc1c(C(=O)Nc2ccc3c(c2)OCCO3)oc2ccccc12	1	9	-2	-7	-3	-5	-51	12	39
COc1cc(C(=O)NC(CCSC)C(=O)OCc2cc([N+](=O)[O-])cc3c2OCOC3)cc(OC)c1OC (stereo not given)	5	0	4	-1	-2	-8	7	-5	0
OCCC1CN(Cc2ccn[nH]2)CCN1Cc1ccc(F)c(F)c1 (stereo not given)	3	-3	3	-1	2	-11	37	18	-4
CC1CCCC(C)N1C(=O)COc1ccc(-c2nnco2)cc1 (stereo not given)	3	-4	0	-1	2	-14	26	6	2
Nc1ncnc(NNC(=O)CNC(=O)c2c(F)cccc2Cl)c1[N+](=O)[O-]	5	-6	-2	-3	8	0	19	-9	23
C=C(C)COC(=O)c1ccccc1C(=O)OCC1(C)CO1 (stereo not given)	2	-6	nt	nt	nt	nt	13	nt	3
COc1ccc(CCNC(=O)c2ccc(=O)[nH]n2)cc1OC	-1	-6	3	2	6	-15	20	2	-9
CCOc1ccc(C(=O)c2cccs2)cc1	4	4	-24	-1	-10	8	24	1	10
CCN(CC)C(=O)Cc1cn(C)c2ccccc12	1	-2	-4	-4	0	-7	13	-18	19
Cc1ccccc1NC(=O)COC(=O)/C=C/c1cn(-c2ccccc2)nc1-c1cccnc1	-23	16	3	0	-2	6	-41	-16	-8
O=C(CNC(=O)c1ccc(Cl)cc1)NNc1c(F)c(F)cc(F)c1F	1	-7	9	1	4	10	8	5	2
CCOc1ccc(S(=O)(=O)Nc2ccccc2C(=O)N2CCOCC2)cc1	0	-8	2	0	-3	-19	15	5	-15
COc1cc(CNn2c(C)n[nH]c2=S)cc(Br)c1OCC(=O)NC(C)(C)C	0	6	3	0	6	-2	8	0	32
Cc1ccc(CSc2nc3c(cc2C#N)CCC3)cc1	2	-11	5	-1	3	3	12	10	2
C=CCNC(=O)COC(=O)COc1ccc(Cl)cc1C	-2	-7	1	0	5	-4	18	-2	-31
N#Cc1ccc(NC(=O)CCc2ccc(S(=O)(=O)N3CCOCC3)cc2)cc1	-1	-1	7	-3	-1	0	16	8	-11
Cc1c(CN2CCc3c([nH]c4ccccc34)C2CC(C)C)cnn1C (stereo not given)	-10	-5	-3	-3	-4	-11	-21	-1	5
CC(OC(=O)/C=C/c1cccc(F)c1)C(=O)NC1CCCCC1C (stereo not given)	4	-4	4	-1	3	4	4	3	5
O=C(O)c1cc([N+](=O)[O-])ccc1NCCc1ccccc1	-6	9	3	-1	2	-23	38	-3	24
COc1ccc(OC)c(S(=O)(=O)NCc2ccccn2)c1	2	-6	2	-2	-5	-2	6	4	-2
CC1(C)C(=O)Nc2ccccc2N1C(=O)COC(=O)Cc1c(F)cccc1Cl	2	-1	-4	1	-2	-10	10	3	25
N/C(=N/OCc1cccc([N+](=O)[O-])c1)c1nonc1N	0	-8	-8	1	-5	-22	0	19	2
CCn1c(=O)c2cc(C(=O)N(C)c3ccc(OC)cc3OC)sc2c2ccccc21	3	-1	4	6.7*	1	-14	3	-8	1
CNC(=S)N1CCc2cc(OC)c(OC)cc2C1	-1	-7	-7	-1	-5	-4	-6	0	0
Cc1cnc(NC(=O)Cc2c[nH]c3ccccc23)s1	-2	-7	-15	1	0	9	-1	23	-15
Cc1noc(C)c1C(=O)Nc1sc2c(c1C(N)=O)CCC2	-22	-6	-7	3	-3	-8	-158	1	11
Cc1c(C(=O)OCCN2CCCCC2)oc2ccccc12	3	-4	-19	0	-8	-32	9	7	14
COc1ccc(S(=O)(=O)NC(N)=NCCc2ccccc2)cc1	2	-4	-3	0	10	-9	13	0	9
CC(=O)NC(NC(C)=O)c1ccc(N(C)C)cc1	-36	-4	-4	2	7	-9	-9	7	3
CCOc1ccccc1NC(=O)C1CCN(S(=O)(=O)c2cccc3cccnc23)CC1	0	nt	-3	-3	-4	17	0	-3	nt
COc1ccc(CN(CC2CCCO2)C(=O)CN2C(=O)C(C)Oc3ccc(C)cc32)cc1OC (stereo not given)	2	-1	-2	-2	-1	1	12	-8	25
COc1cc(S(=O)(=O)N2CCN(C)CC2)c(OC)cc1Br	1	-7	5	0	11	5	17	3	-7
Cc1cn([C@H]2C[C@H](O)[C@@H](CCC(=O)NCCN3CCCCC3)O2)c(=O)[nH]c1=O	0	-6	nt	nt	3	nt	-3	nt	6
COc1cc(C2Nc3cccc4cccc(c34)N2)cc(OC)c1O	-7	14	8	-5	98*	19	58*	-27	59
COC(=O)CNC(=O)C(Cc1c[nH]c2ccccc12)NC(=O)OC(C)(C)C (stereo not given)	1	-4	-5	-1	2	1	29	-10	14
O=C(CN1CCN(c2ccc(F)cc2)CC1)NCc1cccs1	5	-6	4	1	-3	-6	12	1	-13
Cc1nn(-c2ccccc2)c(Cl)c1C1C(C#N)=C(N)Oc2n[nH]c(C)c21 (stereo not given)	0	3	-7	-1	-9	-15	-11	-9	20
O=C(NC(=S)Nc1ccc(S(=O)(=O)N2CCCC2)cc1)C1CCC1	-2	-2	0	-2	6	-4	21	-4	-13
Cc1csc2c(N3CCN(C(=O)Nc4ccccc4)CC3)ncnc12	0	1	-3	0	-8	-7	2	15	4
CCC(C(=O)NC(CC(=O)O)c1ccc(Cl)cc1)c1ccccc1 (stereo not given)	2	-4	-6	-1	-10	-7	11	-4	-6
Cc1onc(-c2ccccc2)c1C(=O)NC1CCC(C)CC1 (stereo not given)	0	-4	-1	2	-6	-20	6	7	4
O=C(COC(=O)c1cc(=O)c2ccccc2o1)NCc1ccccc1	2	-7	7	-5	-1	6	-2	-8	4
COc1ccc2c(c1OC)C(=O)N1C2SC(C)(C)[C@H]1C(=O)NCCCOC(C)C (stereo not given in full)	-9	-4	-2	-3	1	-19	-140	3	9
Cc1ccc(C(=O)Oc2ccc(C(=O)COC(=O)c3cnccn3)cc2)cc1	1	-3	-4	-2	4	2	26	-7	-12
CCc1cccc(CC)c1NC(=O)CN1C2CCCC1CC(NC(=O)Nc1cccc(OC)c1)C2 (stereo not given)	1	-1	-5	-3	-8	-18	13	-17	16
O=C(NCc1ccco1)c1cccc(C(F)(F)F)c1	-2	-4	-4	-5	2	18	3	10	6
O=C(c1ccc2c(c1)OCCO2)N1CCCCC1	1	-5	1	-2	2	-1	26	3	-10
O=C(/C=C/c1cccc([N+](=O)[O-])c1)NC1CC2CCC1C2 (stereo not given)	4	-4	5	0	7	10	17	7	14
CC[N+]1(CC)CC2=Cc3c(ccc4ccccc34)CC2C1 (stereo not given)	-3	-12	-2	-3	-1	-8	-56	0	-20
CCOC(=O)c1ccc(NC(=S)N2CCCC2c2ccc(OC)c(OC)c2)cc1 (stereo not given)	1	-5	1	1	-8	-17	36	7	20
Nc1nonc1-c1noc(-c2ccc(Br)o2)n1	0	-1	-7	-3	10	0	-33	1	-4

A stretch taken from the entries so far:
SMILES	SENP1 FRET inh	HKDC1 inh	SENP8 block-1	MIN6 prolif	SENP7 block	SENP6 block	SENP8 block-2	UBC13 inh	PfGluPho inh
COc1cc(S(=O)(=O)N2CCN(C)CC2)c(OC)cc1Br	1	-7	5	0	11	5	17	3	-7
Cc1cn([C@H]2C[C@H](O)[C@@H](CCC(=O)NCCN3CCCCC3)O2)c(=O)[nH]c1=O	0	-6	nt	nt	3	nt	-3	nt	6
COc1cc(C2Nc3cccc4cccc(c34)N2)cc(OC)c1O	-7	14	8	-5	98*	19	58*	-27	59
COC(=O)CNC(=O)C(Cc1c[nH]c2ccccc12)NC(=O)OC(C)(C)C (stereo not given)	1	-4	-5	-1	2	1	29	-10	14

(next part)
SMILES	SENP1 FRET inh	HKDC1 inh	SENP8 block-1	MIN6 prolif	SENP7 block	SENP6 block	SENP8 block-2	UBC13 inh	PfGluPho inh
CC(C)(C)c1ccccc1OCCOCCSc1ncccn1	2	3	-3	-3	0	-16	10	4	33
CCc1noc(C)c1C(=O)NC1CCCc2c1cnn2-c1cc(C)cc(C)c1 (stereo not given)	0	-2	3	-7	1	-8	6	-8	-4
Cc1occc1C(=O)Nc1c(Cl)cccc1Cl	0	3	-2	7	1	-7	-1	1	8
NC(=O)c1nn(-c2ccccc2)nc1NC(=O)CSc1nnnn1-c1ccc(Cl)cc1	-1	-7	6	0	-2	-2	-90	11	-5
O=C(NCc1ccc2c3c(cccc13)C(=O)N2)c1cccs1	-36	-1	nt	nt	nt	nt	-370	nt	11
CCC(C)NC(=O)c1ccc(C)c(NC(=O)C2=C(C)OCCS2)c1 (stereo not given)	2	-5	-14	-2	-12	-38	17	2	-1
COc1cc(CNCc2ccccn2)ccc1OCC(=O)NC(C)(C)C	2	-4	-6	-1	-3	-14	10	-21	6
O=C(CSc1ccccc1C(=O)O)c1ccc(Cl)cc1	-1	-2	2	0	-9	-17	4	0	-3
Cc1nc2ccccc2c2c1CC(C)S2 (stereo not given)	-2	0	-1	-2	8	-1	-2	16	1
Cc1cc(C(F)(F)F)nc(SCC(=O)NC2=NC(=O)C(C)S2)n1 (stereo not given)	0	-7	5	-3	9	-5	23	6	11
COc1ccc(Oc2nc(-c3ccncc3)nc3ccccc23)cc1	-2	5	-3	-3	-13	9	28	5	6
CCCCn1c(/C=N/Nc2nc3ccccc3[nH]2)nc2ccccc21	0	1	-11	0	3	-12	26	-19	11
CCN(CC)c1ccc(C2Nc3cccc4cccc(c34)N2)cc1	-51	8	-18	-5	14	10	-23	-56	54

Some values from the results shown:
`CCC(C)NC(=O)c1ccc(C)c(NC(=O)C2=C(C)OCCS2)c1` (stereo not given) in SENP6 block → -38
`O=C(CSc1ccccc1C(=O)O)c1ccc(Cl)cc1` in SENP8 block-1 → 2
`NC(=O)c1nn(-c2ccccc2)nc1NC(=O)CSc1nnnn1-c1ccc(Cl)cc1` in UBC13 inh → 11
`CC(C)(C)c1ccccc1OCCOCCSc1ncccn1` in SENP1 FRET inh → 2

Given in CSV form: entries from further up.
Compound,SENP1 FRET inh,HKDC1 inh,SENP8 block-1,MIN6 prolif,SENP7 block,SENP6 block,SENP8 block-2,UBC13 inh,PfGluPho inh
CCc1cccc(CC)c1NC(=O)CN1C2CCCC1CC(NC(=O)Nc1cccc(OC)c1)C2 (stereo not given),1,-1,-5,-3,-8,-18,13,-17,16
O=C(NCc1ccco1)c1cccc(C(F)(F)F)c1,-2,-4,-4,-5,2,18,3,10,6

The order is random (roughly 4% active in at least one column).
